MT1-MMP act inh = blockers of MT1-MMP proenzyme processing, primary screen, HT1080 RFP-PRO-GFP cells, GFP/RFP fluorescence; GFP/RFP ratio fluorescence, overnight; percent of plate control window, DMSO zero; GFP/RFP ratio change, % at 20 µM; actives 0.061% (n = 360,000); AID 651647, 2012;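 active = GFP/RFP ratio change of at least 30% with cell ATP level not reduced by more than half and red fluorescence within 50% of control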; note: strong numbers were not always called active
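Read-out: GFP/RFP fluorescence ratio; Test system: RFP-PRO-GFP reporter HT1080 cells; Compound dosing: single-point 20 µM compound, 1% DMSO; Times: overnight compound exposure at 37 °C.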
Scp1 inh = Scp-1 phosphatase inhibitors, primary screen, biochemical, colorimetric, uHTS. actives 0.88% (n = 340,000). Recombinant Scp1, phosphopeptide, malachite green phosphate absorbance. Carboxy-terminal domain RNA polymerase II polypeptide A small phosphatase 1 (Homo …. inhibition, % at 20 µM. AID 493091, 2011;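 active = inhibition above about 50% at 20 µM, limit read from the data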;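 note: plate controls were DMSO wells with enzyme for no effect and wells lacking enzyme for full effect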
Target sequence (Q9GZU7 76-261 limits assumed): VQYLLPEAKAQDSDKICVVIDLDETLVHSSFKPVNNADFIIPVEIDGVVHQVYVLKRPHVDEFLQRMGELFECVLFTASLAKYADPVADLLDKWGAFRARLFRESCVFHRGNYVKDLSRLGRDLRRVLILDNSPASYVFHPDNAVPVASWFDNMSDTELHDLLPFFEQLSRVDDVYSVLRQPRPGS
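Material – SCP-1 phosphatase catalytic domain, residues 76-261 · Buffer or medium – Acidic Tris acetate buffer with magnesium and detergent · Also added – Phospho 17-mer peptide substrate · Compound – single 20 µM dose, 1% DMSO · Times – 45 min room-temperature reaction, 5 min colour, 30 min stabiliser · Technique – Phosphate-binding colour reagent, absorbance read at 630 nm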
NadD block = inhibitors of S. aureus NadD, primary screen, biochemical, colorimetric, uHTS | actives 0.78% (n = 360,000) | Nicotinate-nucleotide adenylyltransferase NadD (Staphylococcus aureus N315) | inhibition, % at 20 µM | purified NadD enzyme, colorimetric absorbance read-out; in the data active = inhibition above about 26%; note: some compounds past the cut are filed as inactive
SUMO1-SIM PPI = modulators of SUMO1 protein-protein interactions, primary screen, biochemical, uHTS. Small ubiquitin-related modifier 1 (Homo sapiens), P63165. SUMO1 binding to a labelled peptide, TR-FRET, 1 h. inhibition, % at 20 µM. actives 0.33% (n = 360,000). AID 602429, 2012; in the data active = inhibition above about 37%
Target sequence (P63165 whole entry, looked up): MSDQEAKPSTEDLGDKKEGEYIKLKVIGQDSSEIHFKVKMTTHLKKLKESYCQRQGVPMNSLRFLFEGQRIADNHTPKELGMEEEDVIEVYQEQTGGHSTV
STEP block = STEP phosphatase inhibitors, primary screen, biochemical, fluorescence intensity, uHTS; Tyrosine-protein phosphatase non-receptor type 5 (Homo sapiens), P54829; recombinant STEP, OMFP fluorogenic substrate; inhibition, % at 20 µM; actives 0.25% (n = 360,000); AID 588621, 2011;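 active = inhibition at 20 µM, scaled per plate between control wells, above about 37%, limit read from the data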;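 note: 0% = DMSO with enzyme and substrate and 100% = substrate only without enzyme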
Target sequence (P54829 whole entry, looked up): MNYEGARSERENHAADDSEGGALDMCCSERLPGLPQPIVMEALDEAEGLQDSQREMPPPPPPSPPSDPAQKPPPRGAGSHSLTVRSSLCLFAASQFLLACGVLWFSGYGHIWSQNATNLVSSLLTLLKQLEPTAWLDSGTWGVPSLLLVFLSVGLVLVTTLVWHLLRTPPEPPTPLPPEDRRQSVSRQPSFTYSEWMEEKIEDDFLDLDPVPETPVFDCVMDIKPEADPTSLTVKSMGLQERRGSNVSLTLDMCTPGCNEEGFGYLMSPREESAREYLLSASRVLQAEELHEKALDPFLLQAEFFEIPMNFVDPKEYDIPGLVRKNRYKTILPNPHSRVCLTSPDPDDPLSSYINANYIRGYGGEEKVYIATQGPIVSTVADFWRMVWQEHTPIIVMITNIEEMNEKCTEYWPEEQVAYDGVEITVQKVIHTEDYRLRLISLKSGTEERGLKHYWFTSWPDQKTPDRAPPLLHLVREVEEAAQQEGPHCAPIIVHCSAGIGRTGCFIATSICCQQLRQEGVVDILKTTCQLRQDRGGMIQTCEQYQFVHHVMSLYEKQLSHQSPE
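Also added – OMFP at 25 µM · Test system – STEP tyrosine phosphatase · Technique – FITC-channel fluorescence of OMFP product · Schedule – 20 min at room temperature, dark · Evaluation – control-normalized % inhibition with plate pattern correction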
DNMT1 block = human DNMT1 methyltransferase inhibitors, primary screen, biochemical, molecular beacon, fluorescence, HinP1I cleavage, uHTS. DNA (cytosine-5)-methyltransferase 1 (Homo sapiens), P26358. inhibition (reported as % activation of signal), % at 10 µM. actives 0.83% (n = 360,000); in the data active = inhibition above about 50%
SKN-1 inh = suppressors of acrylamide-induced Pgst-4::GFP reporter in worms, primary screen, SKN-1 inhibitor project, whole organism, uHTS, GFP/RFP fluorescence ratio, strain VP596; actives 0.49% (n = 360,000); C. elegans VP596 Pgst-4::GFP/RFP ratio, 24 h; inhibition, % at 21.8 µM; AID 624304, 2012;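 active = interference check ratio from 0.5 to 1.5 plus GFP to RFP signal ratio inhibition reaching or exceeding a fixed threshold, cut at about 30% in these data, passing the limit was not always enough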; note: some compounds called inactive have numbers as strong as hits
LMPTP block = LMPTP phosphatase inhibitors, primary screen, biochemical, fluorescence intensity, uHTS; Low molecular weight phosphotyrosine protein phosphatase (Homo sapiens), P24666; recombinant LMPTP-A, OMFP fluorogenic substrate; inhibition, % at 20 µM; actives 0.22% (n = 360,000);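 active = compounds that cut the enzyme signal by at least half of the control window in the single-dose screen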;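 note: plate controls were DMSO wells with enzyme plus substrate for no effect and substrate without enzyme for full effect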
Target sequence (P24666 whole entry, looked up): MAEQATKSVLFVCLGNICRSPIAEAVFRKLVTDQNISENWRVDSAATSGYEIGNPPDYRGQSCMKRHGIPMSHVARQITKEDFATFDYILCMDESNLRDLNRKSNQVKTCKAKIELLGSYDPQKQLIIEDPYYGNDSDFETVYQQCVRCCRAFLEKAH
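Material: LMPTP-A; amount: 0.625 nM enzyme; doses: single 20 µM dose; times: reaction 50 min, room temperature, dark; technique: fluorescence intensity of OMFP turnover product; benchmarks: no-enzyme and uninhibited controls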
CendR NRP1 mod = modulators of CendR peptide binding to NRP-1, primary screen, biochemical, fluorescence polarization, uHTS; actives 0.85% (n = 360,000); FAM-RPARPAR peptide binding to NRP-1; inhibition, % at 25 µM; AID 602438, 2012;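 active = inhibition or corrected inhibition above about 18%, plus a signal ratio from 0.5 to 1.5, limit read from the data, passing the limit was not always enough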; note: strong numbers were not always called active
Rpn11 inh = Rpn11 (PSMD14) deubiquitinase inhibitors, primary screen, biochemical, fluorescence polarization, uHTS; 26S proteasome non-ATPase regulatory subunit 14 (Homo sapiens), O00487; human 26S proteasome, Ub4-pepOG fluorescence polarization; 20S core pre-blocked with epoxomicin; calls only at 20 µM; actives 0.59% (n = 360,000); AID 588493, 2011;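 active = inhibition at 20 µM, scaled to each plate's controls, above about 33%, limit read from the data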
* marks the source's active call; other numbers are inactive results; i = inactive; / = not tested or not shown; + = active, no number.

SMILES	MT1-MMP act inh	Scp1 inh	NadD block	SUMO1-SIM PPI	STEP block	DNMT1 block	SKN-1 inh	LMPTP block	CendR NRP1 mod	Rpn11 inh
CCOc1ccc(OCC)c(NC(=O)C2CCCN(c3ncccn3)C2)c1 (stereo not given)	5	-2	3	0	1	-6	1	0.0	-9	i
COc1ccc2[nH]cc(CCN3C(=O)CCC3=O)c2c1	0	1	-8	-1	1	2	-5	-1.9	12	i
O=C1c2ccc(-c3ccc(F)cc3OCc3ccccc3)cc2S(=O)(=O)c2cccc(C(=O)N3CCN(c4ncc(Br)cn4)CC3)c21	-5	-6	58*	-5	2	4	-1	1.4	3	i
CCC(C)C(NS(=O)(=O)c1ccc(C)cc1)C(=O)NCCCN1CCOCC1 (stereo not given)	0	-5	-8	2	1	2	1	-4.1	14	i
O=C(NC1CCCC1)C(c1ccccc1)N(Cc1ccc(F)cc1)C(=O)c1csnn1 (stereo not given)	-5	-7	-4	4	-4	1	7	-1.2	2	i
CCc1nc2ccc(C(=O)NCCOc3ccc(OC)cc3)cn2c1N(C=O)Cc1ccc(OC)cc1	-1	/	3	-1	2	-2	16	0.1	-2	i
Cc1cccn2c(=O)c3cc(C(=O)N4CCN(Cc5ccccc5)CC4)sc3nc12	-2	-6	0	-15	0	-3	7	0.8	-2	i
CCOc1cc(CNCc2cc(OC)cc(OC)c2)ccc1OC	11	-7	-4	1	-2	5	-7	-0.7	-3	i
COc1ccc(OCc2nnc(SCC(=O)Nc3ccccc3C#N)o2)cc1	0	-4	-3	3	1	-2	1	0.1	3	i
CCOC(=O)C1(Cc2cccc(OC)c2)CCN(Cc2ccc(OC)c(O)c2)CC1	-3	-3	-9	-1	1	-6	0	0.1	0	i
COCc1c(C(=O)N/N=C\c2cccs2)nnn1-c1nonc1N	4	-8	2	-10	2	0	18	0.1	3	i
CC1(NC(=O)CCc2nc3ccccc3c(=O)[nH]2)CCS(=O)(=O)C1 (stereo not given)	2	1	-4	0	0	2	-5	-0.9	13	i
CCC1=NC(c2ccccc2Cl)N(O)C1(C)C (stereo not given)	2	-6	5	-2	1	3	2	-3.6	-8	i
O=[N+]([O-])c1ccc(N2CCN(CCOCCO)CC2)c([N+](=O)[O-])c1	5	-8	-8	-25	-1	2	5	-1.4	-1	i
COc1ccc(NC(=S)N(CCO)Cc2cc3c(C)cc(C)cc3[nH]c2=O)cc1	-2	-11	-4	15	-1	0	-13	3.5	2	i
CC(=O)Nc1cccc(C(=O)OCC(=O)NC2CCCCCCC2)c1	5	3	-6	-2	2	-1	7	-1.4	-10	i
O=C(COC(=O)c1cc([N+](=O)[O-])ccc1NCc1ccccc1)NC1CCCc2ccccc21 (stereo not given)	4	-7	12	-5	5	9	31	2.2	-3	i
O=C1c2ccsc2SCCN1Cc1ccc(Cl)cc1Cl	2	-7	-7	0	2	1	-5	0.8	6	i
COc1ccc(CCC(=O)NCC(c2ccco2)N2CCc3ccccc32)cc1 (stereo not given)	-3	-2	-1	-3	0	2	11	0.4	0	i
Cc1ccc(NC(=O)c2ncn(CCCNCC(C)c3ccccc3)n2)cc1C (stereo not given)	2	-11	-6	1	0	1	3	-0.3	11	i
Cc1cc(C)nc(NC(=O)c2c(-c3ccccc3Cl)noc2C)n1	-7	-1	0	-3	-3	1	-12	-0.7	10	i
Cc1noc(C)c1COc1ccc(C(=O)OC(C)C(=O)Nc2ccc(S(=O)(=O)N3CCOCC3)cc2)cc1 (stereo not given)	-1	-12	-3	3	-3	-10	0	0.8	-68	i
O=C(Cn1cc([N+](=O)[O-])ccc1=O)NCC1COc2ccccc2O1 (stereo not given)	-1	-5	0	-16	-1	6	4	-1.9	1	i
Cc1cc(Cl)c(S(=O)(=O)N2CCN(c3ccccc3)CC2)cc1OCC(N)=O	10	8	1	-2	1	-5	-8	0.2	4	i
CN1CCN(C(=O)CNC(=O)Cc2ccc(Cl)cc2)CC1	-1	3	-2	19	1	4	-1	-2.4	-9	i
O=C(c1cccc(S(=O)(=O)N2CCCC2)c1)N1CCN(c2ncccn2)CC1	4	-8	-2	2	-5	3	5	-1.8	4	i
CN(C1CCCCC1)S(=O)(=O)c1ccc(C(=O)Nc2sc3c(c2C(N)=O)CC(C)(C)NC3(C)C)cc1	-3	-6	-4	-4	4	4	-4	0.2	2	i
CCC(Sc1nc2ncccc2[nH]1)C(=O)N1CCOCC1 (stereo not given)	1	-7	-4	2	1	3	-3	-1.8	-9	i
CC(O)CNc1cnccn1 (stereo not given)	-2	-1	0	-1	-3	-2	15	-0.9	5	i
O=C(CN1CCCC1)Nc1ccccc1Cl	4	5	2	-3	2	3	19	-0.7	-4	i
O=C(CSc1nc(COc2ccccc2)nc2ccccc12)NC1CCCC1	-3	7	-1	2	1	-6	8	1.0	4	i
CCOC(=O)NNC(=S)Nc1c(C)n(C)n(-c2ccccc2)c1=O	-1	-4	-1	5	2	0	-4	-1.0	8	i
CCN(CC)C(=O)c1sc2nc(-c3ccccn3)[nH]c(=O)c2c1C	8	-2	-4	-8	1	-1	2	-3.5	-3	i
COC(=O)c1ccccc1S(=O)(=O)N1CCC(C(=O)OC(C)C(=O)Nc2ccc(NC(C)=O)cc2)CC1 (stereo not given)	-1	-9	-5	0	-2	0	-2	-1.0	12	i
COc1ccc(CNC(=O)c2ccc[nH]2)cc1Cl	0	-11	6	-3	-3	-1	2	0.0	-6	i
COc1cccc(NC2=Nc3cccc4cccc2c34)c1	-23	-2	-6	-15	-5	-6	11	8.6	-83	+
NC(=O)c1ccc(-c2csnn2)cc1	-14	-5	7	0	-1	2	-7	2.7	11	i
COc1cccc(OC2OC3COC(C)(C)OC3C(O)C2NC(C)=O)c1 (stereo not given)	0	-9	-2	-6	0	2	12	-0.8	6	i
Cc1ccc(S(=O)(=O)Nc2ccncc2)c(C)c1N(C)S(=O)(=O)c1ccc(Cl)cc1	0	1	0	-2	0	2	-1	1.7	-5	i
CC1(C)CC(=O)C=C(N=CC2=C(O)CC(C)(C)CC2=O)C1	-1	3	-3	-1	-2	-5	8	-0.9	-6	i
CCN(CC)Cc1ccccc1Sc1ccccc1	1	-5	1	-1	-1	2	6	-0.9	6	i
Cc1ccccc1C(=O)NC(=S)N(Cc1ccccc1)c1ccccn1	-2	-2	8	6	2	0	-9	0.8	8	i
C=CCNC(=O)/C(C#N)=C/c1ccc(OS(=O)(=O)c2ccc(C)cc2)c(OC)c1	-5	-9	-8	-8	-3	6	0	0.9	-2	i
CN(C)c1cccc(NC2=CC(=[N+]3CCOCC3)CC(C)(C)C2)c1	-6	10	14	-2	-3	-9	23	-0.6	10	i
O=C(COC(=O)Cc1c(F)cccc1Cl)Nc1nnc(-c2ccccc2)o1	2	-9	8	10	1	7	13	-1.8	-10	i
Cc1[nH]c2ccccc2c1C(=O)c1cc([C@H](NC(=O)OC(C)(C)C)C(C)C)sc1N	-18	/	/	4	/	/	15	4.6	-16	/
CC1CCN(S(=O)(=O)c2ccc(C(=O)NCc3cccnc3)cc2)CC1	3	-5	-4	4	-3	0	6	-2.3	2	i
O=C(N/N=C/c1cn(Cc2cccc(F)c2)c2ccccc12)c1cc(O)cc(O)c1	-1	77*	19	53*	98*	93*	8	43	3	i

As entered above.
O=C(COC(=O)Cc1c(F)cccc1Cl)Nc1nnc(-c2ccccc2)o1 @ CendR NRP1 mod = -10
Cc1ccccc1C(=O)NC(=S)N(Cc1ccccc1)c1ccccn1 @ LMPTP block = 0.8
NC(=O)c1ccc(-c2csnn2)cc1 @ LMPTP block = 2.7
Cc1[nH]c2ccccc2c1C(=O)c1cc([C@H](NC(=O)OC(C)(C)C)C(C)C)sc1N @ SKN-1 inh = 15
CC1(C)CC(=O)C=C(N=CC2=C(O)CC(C)(C)CC2=O)C1 @ CendR NRP1 mod = -6
CCN(CC)Cc1ccccc1Sc1ccccc1 @ STEP block = -1

Remaining list, next part:
SMILES	MT1-MMP act inh	Scp1 inh	NadD block	SUMO1-SIM PPI	STEP block	DNMT1 block	SKN-1 inh	LMPTP block	CendR NRP1 mod	Rpn11 inh
C=CCNC(=O)/C(C#N)=C/c1ccccc1[N+](=O)[O-]	-5	1	-1	-18	-2	0	-10	0.5	10	i
CC(NC(=O)CCc1nc2cc(S(=O)(=O)N3CCOCC3)ccc2n1C)c1ccc(S(N)(=O)=O)cc1 (stereo not given)	13	-2	1	-2	-1	3	-17	-0.5	2	i
Cn1c(=O)n(C)c2cc(NC(=O)COc3ccc(Cl)cc3)ccc21	3	-4	-5	0	-2	1	13	0.0	-3	i
CCOc1ccc(-n2c(SCC(=O)Nc3ccc(OC)cc3OC)nc3c(c2=O)SCC3)cc1	-7	-9	14	-17	3	-10	-9	3.7	11	i
COc1cc(/C=N/N=C(\N)c2nonc2N)ccc1O	4	1	-2	-4	-1	0	16	-1.2	-4	i
O=C(NCC1COc2ccccc2O1)c1ccc(Br)s1 (stereo not given)	-1	-4	-6	-6	0	-2	2	0.7	16	i
COc1ccc(S(=O)(=O)N2N=C(C)Oc3ccccc3C2=O)cc1	-1	-5	1	1	4	0	-20	-0.7	2	i
O=C(c1ccccc1)N1CCn2c(nc3ccccc32)C1	1	0	1	-1	-5	9	1	0.2	5	i
Cn1c(CNc2nc(-c3ccccc3)cs2)nnc1SCC(=O)N1CCc2ccccc21	-4	7	8	-3	8	-7	10	1.3	8	i
CCCn1c(SCC(=O)Nc2ccccc2C(=O)OC)nc2c1c(=O)n(C)c(=O)n2C	5	-9	7	3	-1	-3	7	0.6	-7	i

Rewritten field by field: 2 of the compounds above.
COc1ccc(S(=O)(=O)N2N=C(C)Oc3ccccc3C2=O)cc1
  MT1-MMP act inh: -1
  Scp1 inh: -5
  NadD block: 1
  SUMO1-SIM PPI: 1
  STEP block: 4
  DNMT1 block: 0
  SKN-1 inh: -20
  LMPTP block: -0.7
  CendR NRP1 mod: 2
  Rpn11 inh: i
CCOc1ccc(-n2c(SCC(=O)Nc3ccc(OC)cc3OC)nc3c(c2=O)SCC3)cc1
  MT1-MMP act inh: -7
  Scp1 inh: -9
  NadD block: 14
  SUMO1-SIM PPI: -17
  STEP block: 3
  DNMT1 block: -10
  SKN-1 inh: -9
  LMPTP block: 3.7
  CendR NRP1 mod: 11
  Rpn11 inh: i

From PubChem
